# All columns: NCI-60 one-dose screen, growth in % after 48 h at 10 µM unless noted; 100 = growth as untreated, 0 = no growth, -100 = all killed.
# SK-MEL-2: SK-MEL-2 melanoma; 77,000 compounds, 4.7% hits
# SK-MEL-28: SK-MEL-28 melanoma; 81,000 compounds, 4.1% hits
# UACC-62: UACC-62 melanoma; 81,000 compounds, 5.4% hits; AID 1794756
# UACC-257: UACC-257 melanoma; 78,000 compounds, 4.4% hits
# LOX IMVI: LOX IMVI melanoma | 79,000 compounds, 7.4% hits | AID 1794757
# SK-MEL-5: SK-MEL-5 melanoma; 80,000 compounds, 6.4% hits; AID 1794755
# MALME-3M: MALME-3M melanoma; 78,000 compounds, 5.8% hits; AID 1794766
# MDA-MB-435: MDA-MB-435 melanoma; 82,000 compounds, 7.8% hits; AID 1794794
# An asterisk follows results filed as active; / = no result given; & = joins results of further samples. Rule for the calls: active = growth percent below 10; inactive = the rest. Compounds were not picked by outcome; 13% or so of the library scored in one or more.
SMILES,SK-MEL-2,SK-MEL-28,UACC-62,UACC-257,LOX IMVI,SK-MEL-5,MALME-3M,MDA-MB-435
Cc1occc1C(=O)NN1C(=O)/C(=C/C=C/c2ccc([N+](=O)[O-])o2)SC1=S,-71.8*,-73.2*,-91.9*,-44.5*,-95.9*,-96.7*,-78.6*,-66.2*
COc1cc(C(=O)/C=C/c2c(C(F)(F)F)nc3ccccn23)cc(OC)c1OC,-49.3*,-65.2*,-75.6*,-9.9*,-79.8*,-95.2*,7.5*,-10.2*
Cc1ccc(-n2cc(C(=O)c3cc4c(ccc5ccccc54)oc3=O)c(C(=O)c3cc4ccccc4o3)n2)cc1,98.8,101.5,83.9,104.3,89.0,97.1,/,107.1
CC1=C(NCCN2CCOCC2)C(=O)c2c(OCc3ccccc3)cccc2C1=O,/,109.7,83.8,102.3,94.6,87.4,122.2,105.1
c1ccc(CN2CCC(N3CCCC3)CC2)cc1,103.1,106.0,96.6,99.9,99.1,98.3,116.8,112.1
O=C1Nc2ccccc2/C1=N/N1C(=O)CN(c2cccc(C(F)(F)F)c2)C1=O,101.0,122.9,86.9,94.5,93.5,94.4,83.5,100.5
NNC(=O)c1c(Nc2ccccc2)nn(CC(O)c2ccccc2)c1N (configuration not stated),99.9,94.9,90.8,101.4,92.0,97.9,96.5,105.9
COc1cc(CNC(=O)Cc2ccccc2)ccc1OCc1cn(-c2cccc(C(F)(F)F)c2)nn1,87.5,91.9,84.1,95.7,97.2,78.5,62.0,95.2
O=C1/C(=C/c2ccc(Cl)cc2Cl)CN(S(=O)(=O)c2ccccc2)C/C1=C\c1ccc(Cl)cc1Cl,/,34.4,2.6*,/,-58.7*,47.5,36.8,4.0*
CCCC(=O)OP(=O)(O)OC(=O)CCC,82.4,99.7,101.6,87.8,95.1,98.2,107.7,97.3
CN1C(=O)CCS(=O)(=O)C1c1ccc(Cl)c(Cl)c1 (configuration not stated),114.5,106.2,105.4,102.0,97.4,94.5,102.8,95.9
CCn1c2ccc(/C=N/OCCCN(C)C)cc2c2cc(/C=N/OCCCN(C)C)ccc21,124.9,-33.8*,10.6,-67.1*,-91.8*,-95.6*,-88.3*,-48.9*
COc1ccc(/C(=N/NS(=O)(=O)c2ccc([N+](=O)[O-])cc2)C2COC(=O)C2)cc1OC (configuration not stated),81.4,107.2,94.8,73.1,106.4,100.6,102.3,95.9
CCCCCCCC/C=C\CCCCCCCC(=O)OCCCCCCCCCCCCCCCCC,114.8&118.1,122.0&118.7,112.8&110.4,110.6&108.5,93.2&104.1,110.3&104.5,107.8&109.4,100.2&96.6
CC1=NN(C(=O)c2cnc3nc[nH]n3c2=O)C(=O)C1,99.9,103.4,92.7,96.2,93.7,106.1,104.0,105.8
CCOC(=O)C(Cc1ccc(OC)c(OC)c1C)(NC(C)=O)C(=O)OCC,106.8,98.0,93.7,120.0,104.6,99.8,109.0,112.0
CCN1c2nc3ccccc3nc2SC1Nc1ccccc1 (configuration not stated),117.6,114.5,95.3,114.8,98.4,100.8,119.2,111.4
CCOC(=O)c1cnc2ccc(Cl)cc2c1NCCCN(C)C,-0.4*,50.1,-15.6*,-4.0*,1.2*,-50.8*,-6.5*,19.6
CC1(C)[C@H]2C[C@]34CCCN3C(=O)[C@@]2(C[C@@]12Nc1ccccc1C2=O)NC4=O,109.4,107.9,91.4,101.4,93.1,100.9,97.0,113.3
COc1ccc(-c2ccc(NNC(=S)Nc3ccccc3)nn2)cc1OC,110.0,110.3,104.1,104.9,98.1,102.2,101.8,106.7
CNC(=S)N/N=C(\C=N\NC(=S)NC)c1ccc(C)cc1,90.1,98.4,95.4,96.8,111.8,88.0,74.0,92.7
C/C(=N\N=C1/C(=O)Nc2ccc(Cl)cc21)c1ccc2c(c1)Nc1ccccc1S2,-13.6*,-48.9*,13.5,10.1,/,-15.6*,-19.6*,-35.2*
Nn1c(SCC(=O)Nc2ccc(Cl)cc2)nnc1-c1cc(F)c(Cl)cc1Cl,83.4,98.1,65.8,98.2,86.0,86.6,92.6,97.3
CC(C)C1=CCC(NC(=O)Nc2ccc(N=Cc3ccccc3O)cc2)C=C1 (configuration not stated),95.9,100.0,91.3,89.9,95.4,93.8,97.4,100.7
Cn1c(=O)c2nc(NCc3ccccc3)sc2n(C)c1=O,109.5,116.2,100.3,105.0,106.3,107.9,113.3,120.9
COC(=O)C1CC(C(=O)OC)CC(C(=O)OC)C1 (configuration not stated),110.0,104.9,105.4,111.8,107.6,99.5,114.9,101.4
O=C(CSc1nc2ccccc2[nH]1)NCCO,104.3,106.8,98.4,88.7,99.8,103.1,116.1,112.9
N#CCCN=Nc1c(O)[nH]c2ccc(Br)cc12,114.1,113.8,98.8,114.3,90.0,99.3,109.9,108.3
COCCOC(=O)CCCCCC1CCCCC1,/,114.3,100.8,96.6,95.2,102.3,91.3,108.1
COc1cc(/C=C/C(=O)c2cccc(-n3cc(-c4ccccc4)[nH]c3=O)c2)cc(OC)c1OC,-64.5*,-48.4*,-86.3*,-13.2*,-85.2*,-90.1*,2.7*,-3.3*
CCCn1c(NC(=O)c2cccc(C(N)=O)c2)nc2cc(CN3CCCCC3)ccc21,115.4,112.0,113.3,113.2,96.5,88.0,98.0,100.9
COc1cccc(C(=O)N(c2ccc(F)c(C(F)(F)F)c2)C(C(=O)NC(C)(C)C)c2cc3c(C)cc(C)cc3nc2Cl)c1 (configuration not stated),79.4,/,/,78.7,84.2,/,97.7,77.6
Cc1c(O)c(O)cc2c3c(oc12)CC(c1ccc(N(C)C)cc1)CC3=O (configuration not stated),95.3,97.7,90.0,101.4,94.5,86.3,111.1,110.2
Cc1cc(=O)n2nnc3cc(Cl)c(Cl)cc3n12,101.7,105.3,106.1,101.8,87.3,110.3,/,102.8
COc1cc(OC)c(C(=O)Nc2cccc(-c3cc(=O)c4ccccc4o3)c2)c(OC)c1,106.6,110.5,72.8,107.8,94.1,81.2,98.4,99.9
CC(=O)Nc1ncc2c(n1)-c1cccn1CC2,108.1,103.8,97.2,109.4,101.6,103.0,109.7,105.4
CC/C(=C(/c1ccc(O)cc1)c1ccc(OCCN2CCCCC2)cc1)c1ccc(OC)cc1,97.4,60.3,111.6,81.0,-40.0*,88.6,-28.3*,13.2
Cc1c(Cl)ccc([N+](=O)[O-])c1Cl,112.2,113.4,110.9,114.2,97.5,115.0,120.6,107.1
O=C(COc1ccc(/C=C2\Cc3ccc(Cl)cc3C2=O)cc1)Nc1nccs1,/,122.5,95.3,98.5,93.0,99.3,125.9,113.0
COc1cc(CC(CC(=O)c2ccc3c(c2)OCO3)C(=O)O)cc(OC)c1OC (configuration not stated),103.6,109.4,93.7,93.7,/,108.2,92.5,95.9
O=C(NCCCCNCCCNC(=O)c1ccc([N+](=O)[O-])cc1)c1ccc([N+](=O)[O-])cc1,/,115.8,87.5,/,92.6,96.6,121.8,100.5
CC(Oc1ccc(C(=O)O)cc1C(F)(F)F)c1ccc(Oc2cccnc2)cn1 (configuration not stated),104.6,102.8,99.7,99.3,101.9,101.6,97.7,101.2
O=C(O)/C=C\c1cccc([N+](=O)[O-])c1,123.6,105.6,101.2,/,105.2,96.0,100.8,92.8
CCc1nc2c([nH]1)c(=O)n(C)c(=O)n2C,/,122.2,104.6,112.2,98.5,102.0,/,106.2
N#CCCOc1ccccc1,89.4,101.3,126.9,92.6,101.9,104.7,95.1,96.4
COc1ccc(-c2cc(-c3cccs3)[nH]c(=O)c2C#N)cc1,93.8,130.3,90.3,97.0,88.1,/,110.6,114.3
COc1ccccc1-c1ccc2nc(NC(=O)Nc3ccc(CN4CCOCC4)c(C(F)(F)F)c3)sc2c1,71.6,79.1,58.6,78.7,57.3,54.3,80.2,73.4
Cc1cc(N2CCN(c3ccnc4cc(Cl)ccc34)CC2)nc(NC2CCCCC2)n1,33.1,23.9,-48.7*,-0.9*,/,/,/,-6.5*
CC1(C)CC[C@]2(C(=O)N3CCOCC3)CC[C@]3(C)C(=CC[C@@H]4[C@@]5(C)C/C(=C/c6cccnc6)C(=O)C(C)(C)[C@@H]5CC[C@]43C)[C@@H]2C1,119.9,99.3,77.4,89.7,/,91.2,98.7,97.7
CC1(C)CC(=O)c2c(ccc(C(=O)C[C@@H]3COC(C)(C)N3)c2N)O1,73.6,100.7,92.8,97.5,95.1,97.1,106.2,101.1
O=c1[nH]c2c(c(=O)n1-c1ccccc1)CCO2,109.7,109.8,106.0,108.4,97.4,105.0,99.3,104.9
CCc1nnc2sc(/C=C/c3cccc(C(F)(F)F)c3)nn12,132.9,105.7,94.4,109.6,103.5,99.0,104.5,94.8
Nc1c(C(=O)Nc2ccc3c(c2)OCCO3)sc2nc3c(cc12)CN(Cc1ccccc1)CC3,122.7,116.4,88.4,114.7,99.2,100.5,105.0,103.3
CN1CCN(c2ccc(C(=O)/C=C/c3cc(Br)ccc3F)cc2)CC1,106.9,90.8,64.0,73.8,-91.8*,18.6,78.9,1.6*
OC(CN1CCOCC1)c1ccc(Cl)cc1 (configuration not stated),102.1,106.4,100.1,107.0,96.0,107.8,109.8,108.8
N#Cc1c(-c2ccc(F)cc2)n2cnnc2[nH]c1=O,122.6,113.2,102.4,109.0,98.0,103.8,96.0,98.8
CC(C)(C(N)=O)N1CCN(c2ccccc2)CC1,124.3,105.0,94.5,110.5,103.8,106.3,101.8,102.9
Cn1cc(-c2nnc(N)nc2-c2c[nH]c3ccc(Br)cc23)c2cc(Br)ccc21,109.8,101.1,97.7,107.9,100.6,100.8,108.2,93.7
Cc1nnc2c3ccccc3c(N[C@@H](C)[C@H](c3ccccc3)N(C)C)nn12,99.4,114.6,98.1,95.3,98.0,97.6,114.9,107.6
Nc1cc(-c2c[nH]c3ccc(F)cc23)nc2cc(-c3c[nH]c4ccccc34)nn12,-16.8*,-33.9*,-8.0*,-63.3*,-83.9*,-4.4*,-28.0*,4.8*

# The results go on.
SMILES,SK-MEL-2,SK-MEL-28,UACC-62,UACC-257,LOX IMVI,SK-MEL-5,MALME-3M,MDA-MB-435
Cc1nn(C(=O)c2cccnc2)c2c1nnc1ncccc12,101.1,108.0,98.0,87.7,91.8,99.4,94.1,100.4
CN1C(=O)/C(=C2/C(=O)N(C)c3ccccc32)S/C1=N\Nc1ccccc1,113.6,104.0,88.4,104.5,91.1,91.7,90.0,92.2
CC(C)c1ccc(Cn2cc(CSc3nc4ccccc4o3)nn2)cc1,95.5,110.7,92.0,106.1,99.7,107.9,102.3,102.8
Nc1ncc(-c2c(F)c(F)c(F)c(F)c2F)s1,98.2,100.5,89.7,99.6,/,90.5,91.4,95.3
CCOC(=O)NC1CC2CCC1C2 (configuration not stated),98.3,103.2,94.5,92.0,95.7,108.4,112.3,113.8
Cc1cc(Cl)c2ccc(N(C)C)cc2n1,/,101.2,100.7,97.4,96.9,102.0,108.1,101.7
N=c1nc(N)n(N)c2nc3c(cnn3-c3ccccc3)c(=O)n12,117.5,117.4,100.6,113.7,97.3,101.7,108.3,110.0
COc1cc(/C=C/C(=O)c2c(-c3ccc(Cl)cc3)nc3sc(C)nn23)cc(OC)c1OC,44.0,94.0,/,81.9,61.6,20.9,/,73.9
COC(=O)[C@@H](NC1CCN(C(=O)OC(C)(C)C)CC1)c1ccccc1,105.5,102.3,87.8,101.3,111.2,109.2,102.8,103.2
O=C(CC1=CCCCC1)c1ccccc1,108.3,117.9,99.2,89.6,99.2,111.5,103.1,110.5
C=C(C)[C@@H]1CC[C@]2(C)[C@H](CC=C3[C@@H]4C[C@](C)(C(=O)N5CCN(C)CC5)CC[C@]4(C)CC[C@]32C)[C@@]1(C)CCC#N,76.4,/,53.5,51.4,47.6,18.9,77.0,51.3
CCCCCCCCCOc1c(OC)cc(C2CC(=O)Nc3c2c(C)nn3-c2nc3ccccc3[nH]2)cc1OC (configuration not stated),-40.4*,-47.4*,-62.4*,15.5,-95.8*,-99.4*,-58.3*,-47.4*

# Taken from above for reference:
SMILES,SK-MEL-2,SK-MEL-28,UACC-62,UACC-257,LOX IMVI,SK-MEL-5,MALME-3M,MDA-MB-435
Nc1ncc(-c2c(F)c(F)c(F)c(F)c2F)s1,98.2,100.5,89.7,99.6,/,90.5,91.4,95.3
CCOC(=O)NC1CC2CCC1C2 (configuration not stated),98.3,103.2,94.5,92.0,95.7,108.4,112.3,113.8
Cc1cc(Cl)c2ccc(N(C)C)cc2n1,/,101.2,100.7,97.4,96.9,102.0,108.1,101.7
N=c1nc(N)n(N)c2nc3c(cnn3-c3ccccc3)c(=O)n12,117.5,117.4,100.6,113.7,97.3,101.7,108.3,110.0
COc1cc(/C=C/C(=O)c2c(-c3ccc(Cl)cc3)nc3sc(C)nn23)cc(OC)c1OC,44.0,94.0,/,81.9,61.6,20.9,/,73.9
COC(=O)[C@@H](NC1CCN(C(=O)OC(C)(C)C)CC1)c1ccccc1,105.5,102.3,87.8,101.3,111.2,109.2,102.8,103.2
O=C(CC1=CCCCC1)c1ccccc1,108.3,117.9,99.2,89.6,99.2,111.5,103.1,110.5
C=C(C)[C@@H]1CC[C@]2(C)[C@H](CC=C3[C@@H]4C[C@](C)(C(=O)N5CCN(C)CC5)CC[C@]4(C)CC[C@]32C)[C@@]1(C)CCC#N,76.4,/,53.5,51.4,47.6,18.9,77.0,51.3
CCCCCCCCCOc1c(OC)cc(C2CC(=O)Nc3c2c(C)nn3-c2nc3ccccc3[nH]2)cc1OC (configuration not stated),-40.4*,-47.4*,-62.4*,15.5,-95.8*,-99.4*,-58.3*,-47.4*
